High-throughput results from PubChem.
Sm TGR inh = inhibitors of Schistosoma mansoni thioredoxin glutathione reductase. Potency, µM (series often up to 114 µM), for inactives: at the highest dose activity change, negative = inhibition, usual class: inhibitors. 360,000 tested, 3% active. purified TGR, DTNB reduction, TNB absorbance 405 nm. Q962Y6; further: potency means the concentration at half of the fitted maximal effect; on the % scale 0 is the no-effect control and ±100 the full control effect; nearly all actives have a fitted effect of over 60% in size
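TGR 20 nM + NADPH 100 uM (dispensed conc.), cpd preinc 15 min RT; start with NADPH (500 uM addition) then DTNB (15 mM addition). Kinetic TNB absorbance, 405 nm filter. Four-parameter Hill fit across titration.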
Cycloheximide cs = affects cycloheximide protein synthesis inhibition readout, counter-screen; cell reporter, cycloheximide protein synthesis inhibition counterscreen; max response, %; 300,000 tested, 12% active; AID 2314; in the data active means max response mostly above about 13%, no sharp cut-off; inactive means mostly below about 14%; further: read at 38.3 µM for the half of the compounds with a filed dose; 0% is about no effect
Pf growth 96h = P. falciparum growth inhibition at 96 hours | AID 504834 | 320,000 tested, 6.9% active | P. falciparum luciferase reporter growth, 96 h | Potency, µM (highest dose often 28.7 µM), without a hit: at the highest dose activity change, negative = inhibition, usual class: inhibitors; further: potency means the concentration at half of the fitted maximal effect; on the % scale 0 is the no-effect control and ±100 the full control effect
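Delayed-death screen, second-generation endpoint: infected erythrocytes, 2% hematocrit, 0.05% parasitemia final; 96 hours at 37 C, 5% CO2; luciferase detection reagent; luminescence decrease equals reduced growth.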
Pf growth 48h = inhibits P. falciparum growth in the first generation, 48 h; P. falciparum luciferase growth in erythrocytes, 48 h; 310,000 tested, 5.9% active; Potency, µM (doses to about 28.7 µM), for inactives: top-dose activity change, negative = inhibition, hits mostly inhibitors; further: potency means the concentration at half of the fitted maximal effect; on the % scale 0 is the no-effect control and ±100 the full control effect
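First compound was added to culture medium, then infected red cells at 0.1% parasitemia and 2% hematocrit (final). After incubation at 37 C under 5% CO2, luciferase detection reagent was dispensed and light output recorded.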
Shiga inhibitor = blocks Shiga toxin action in Vero cells; Vero cells, Shiga toxin protein synthesis inhibition reporter; inhibition, % at 38.7 µM; 290,000 tested, 9.2% active; AID 2315; in the data active means inhibition mostly above about 28%, no sharp cut-off; inactive means mostly below about 43%; further: 0% is about no effect
Giardia FBPA inh = Giardia lamblia aldolase inhibition; purified Giardia FBPA; Potency, µM (titrated, usually from 59.6 µM), inactives show at the highest dose activity, negative = inhibition, most hits filed as inhibitors; A8B2U2; 290,000 tested, 0.71% active; further: potency means the concentration at half of the fitted maximal effect; on the % scale 0 is the no-effect control and ±100 the full control effect; nearly all actives have a fitted effect of over 55% in size
Target sequence (A8B2U2 whole entry, looked up): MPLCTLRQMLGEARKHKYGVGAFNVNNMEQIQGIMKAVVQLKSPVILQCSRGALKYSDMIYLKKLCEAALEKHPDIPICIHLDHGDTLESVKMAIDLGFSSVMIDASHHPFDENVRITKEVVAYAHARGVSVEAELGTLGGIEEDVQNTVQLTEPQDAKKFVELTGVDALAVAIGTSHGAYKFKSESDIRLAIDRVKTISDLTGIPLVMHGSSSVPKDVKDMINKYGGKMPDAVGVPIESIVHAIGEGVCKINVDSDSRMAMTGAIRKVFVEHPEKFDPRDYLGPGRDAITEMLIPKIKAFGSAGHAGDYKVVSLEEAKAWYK
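Giardia FBPA (40 nM reagent) was preincubated 10 min at RT with compound (up to 57.5 uM final), then substrate plus GAPDH/TPI/NAD/arsenate coupling system with diaphorase/resazurin was added; resorufin fluorescence (525/598 nm) was read after 20 min.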
An asterisk follows results filed as active; ? = inconclusive; / = no result given; [ ] = another dose, or the depositor's remark. Unless noted, the call rests on the fitted dose curve; in most records, active means well fitted curve in the direction sought with a large enough effect; inconclusive means small, poorly fitted or top-dose-only effect, or another doubt; inactive means no such curve, though single readings can be large; an effect the other way counts as inactive or inconclusive.

[1] COc1ccc(CN2CCOCCOCCOCCOCC2)cc1
[2] O=c1c(-c2cccc(Cl)c2)c[nH]n1-c1ccccc1
[3] Cc1ccc(N(CCC#N)C(=O)COC(=O)c2ccccc2SCC(=O)N2CCCC2)cc1
[4] CC(=O)c1c(C)[nH]c(C(=O)Nc2ccc(Cl)c(S(=O)(=O)N3CCOCC3)c2)c1C
[5] CCOc1ccc(CN(C)C(=O)CCc2ccc(S(=O)(=O)N3CCCCCC3)cc2)cc1
[6] Cc1csc(NC(=O)CSc2nc3sc(C)c(C)c3c(=O)[nH]2)n1
[7] COc1ccc(N(CC(=O)N2CCOCC2)S(=O)(=O)c2ccccc2)cc1Cl
[8] COc1ccc(C2c3c(ncn(CCN4CCOCC4)c3=N)Oc3ccc4ccccc4c32)cc1OC (stereo unspecified)
[9] CCn1c(COc2ccc(=O)n(-c3ccccc3)n2)nnc1SCc1ccccc1C
[10] CN1CCN(C(=O)c2c(NC(=O)c3ccco3)sc3c2CCC(C(C)(C)C)C3)CC1 (stereo unspecified)

screen / no.	1	2	3	4	5	6	7	8	9	10
Sm TGR inh	-10%	-1%	3%	-11%	4%	-1%	0%	-23%	6%	-1%
Cycloheximide cs	2	70*	/	0	/	2	-1	-2	7	6
Pf growth 96h	22%	7.4µM*	?	4.1µM*	?	5%	?	0.59µM*	?	?
Pf growth 48h	31%[activator]	3.7µM*	?	4.1µM*	13µM*	12%	-2%	4.1µM*	?	0%
Shiga inhibitor	4	77*	/	-6	/	26	-10	-25	-3	26
Giardia FBPA inh	0%	2%	/	3%	/	-5%	/	5%	6%	5%

[11] CC(=O)Nc1nc2ccc(S(=O)(=O)N3CCCCC3)cc2s1
[12] CCOc1ccccc1NC(=O)Cn1nnc(C(=O)NCc2ccco2)c1N
[13] COc1ccc(CC(=O)N/N=C/c2cc([N+](=O)[O-])cc(Br)c2O)cc1
[14] CCC(C)c1ccc(C(C)NC(=S)NC2CCCCC2)cc1 (stereo unspecified)
[15] CCSc1nnc(CSc2ncccn2)n1C
[16] CN1c2ccccc2C2(C)CCCC3=Cc4cc([N+](=O)[O-])cc([N+](=O)[O-])c4OC312 (stereo unspecified)
[17] COC(=O)CCC(=O)Nc1ccccc1C(N)=O
[18] Cc1cccc(C(=O)Nc2ccnc(-c3ccncc3)n2)c1
[19] CNC(=S)NNC(=O)c1cccn(Cc2ccc(Cl)c(Cl)c2)c1=O
[20] CCOc1cc(/C=C2\C(=O)N(Cc3ccco3)C(C)=C2C(=O)OC)ccc1O

screen / no.	11	12	13	14	15	16	17	18	19	20
Sm TGR inh	1%	-9%	1%	16%	0%	-3%	1%	0%	2%	/
Cycloheximide cs	-3	1	-3	6	-4	1	4	-4	13	1
Pf growth 96h	-4%	/	-4%	9.3µM*	?	?	-1%	?	7%	-51%
Pf growth 48h	-23%	15%	/	7.4µM*	?	5.9µM*	27%	?	-11%	-14%
Shiga inhibitor	-1	-14	-3	12	-12	-8	21	15	-18	29
Giardia FBPA inh	/	0%	-2%	?	4%	3%	0%	1%	-5%	?

[21] O=C1CSC(c2ccncc2)N1Cc1ccco1 (stereo unspecified)
[22] COc1ccc2nccc(/C=C/c3ccnc4ccc(OC)cc34)c2c1
[23] CCCCn1nnnc1SCC(=O)Nc1sc2c(c1C#N)CCCC2
[24] Cc1ccnc(Sc2ccc([N+](=O)[O-])cn2)n1
[25] CC(/C=C1\SC(=S)N(CCCC(=O)Nc2ccc(C(=O)O)c(O)c2)C1=O)=C\c1ccccc1
[26] COc1cc(/C=C/C(=O)OCC(=O)NCC2CCCO2)ccc1OCC#N (stereo unspecified)
[27] Cc1c(C)n(O)c2ccc3nonc3c12
[28] CCOC(=O)c1nc2ccccc2c(=O)n1-c1cccc(C)c1
[29] CCC(C)c1ccccc1NC(=O)COc1ccc(-c2nnco2)cc1 (stereo unspecified)
[30] O=C(O)c1csc(-n2nc(-c3ccccc3)cc2C(F)(F)F)n1

screen / no.	21	22	23	24	25	26	27	28	29	30
Sm TGR inh	22µM*	-3%	?	-25%	0%	-5%	?	-3%	1%	/
Cycloheximide cs	-8	4	2	10*	9	-1	1	1	/	-1
Pf growth 96h	?	3.7µM*	99%[activator]	13µM*	?	3%	0%	/	-1%	121%[activator]
Pf growth 48h	3%	3.3µM*	25%	?	-77%	4%	13%	5%	?	3%
Shiga inhibitor	-16	7	2	25	10	-2	-11	-12	/	-16
Giardia FBPA inh	-2%	?	0%	-11%	4%	0%	?	5%	/	0%

Limited to Cycloheximide cs, Sm TGR inh and Pf growth 48h (2 entries from above):
cpd	Compound	Cycloheximide cs	Sm TGR inh	Pf growth 48h
27	Cc1c(C)n(O)c2ccc3nonc3c12	1	?	13%
4	CC(=O)c1c(C)[nH]c(C(=O)Nc2ccc(Cl)c(S(=O)(=O)N3CCOCC3)c2)c1C	0	-11%	4.1µM*

Next part
[31] Cc1ccc(Nc2oc(C)nc2C#N)cc1
[32] Cc1cc(C)c2[nH]c(=O)c(CN(Cc3ccco3)C(=O)C3CCCO3)cc2c1 (stereo unspecified)
[33] Cc1ccc(C)c(OCCCC(=O)O)c1
[34] CCNc1nc(NCC)nc(OCCOC(=O)c2ccccc2)n1
[35] CCCn1c(SCC(=O)Nc2ccc3c(c2)OCCO3)nnc1-c1ccco1
[36] COc1cc([N+](=O)[O-])cc(/C=N/NC(=O)c2ccc(NC(=O)c3ccc(C)cc3)cc2)c1O
[37] Cc1ccc(NC(=O)c2cccc3c2C(=O)N(C2CCCCC2)C3)cc1
[38] O=c1c(-c2nc3ccccc3o2)c2oc3ccccc3n2c2ccccc12
[39] CCOc1ccccc1NC(=O)CCn1cccc1
[40] Oc1ccc(N2CCN(C(c3ccccn3)c3nnnn3C3CCCC3)CC2)cc1 (stereo unspecified)

screen / no.	31	32	33	34	35	36	37	38	39	40
Sm TGR inh	0%	25µM*	-11%	4%	-12%	/	3%	?	4%	?
Cycloheximide cs	7	9	-2	6	-3	-3	-1	4	-12	-2
Pf growth 96h	/	-8%	/	?	/	13%	12µM*	5%	-96%	8%
Pf growth 48h	52%[activator]	1%	24%	-17%	-4%	9%	5%	?	2%	10µM*
Shiga inhibitor	33	20	-6	25	13	-5	-11	1	-16	-3
Giardia FBPA inh	-3%	-3%	8%	-8%	-7%	10%	1%	4%	6%	?

[41] COc1cccc(CNC(=O)COc2ccc(C(=O)c3ccccc3)cc2)c1
[42] CCC(C)(C)n1nnnc1C(c1ccccc1OC)N1CCSCC1 (stereo unspecified)
[43] Cc1ccccc1/C=N/N1CCN(c2ccccc2)CC1
[44] Brc1ccc(C2=Nc3ccccc3C(c3ccncc3)=NN2)cc1
[45] CC(=O)c1c(C)[nH]c(C(=O)CN2C(=O)NC(CCc3ccccc3)C2=O)c1C (stereo unspecified)
[46] COc1ccc(NC(=O)NNC(=O)CCC(=O)Nc2ccccc2Cl)cc1
[47] CC(C)Nc1cc(C(C)(C)C)nc2c(-c3ccccc3)cnn12
[48] O=C(NC1CCCCC1)N1CCC(c2nc3ccccc3[nH]2)CC1
[49] COc1ccc(-n2c(NNC(C)=O)nc3sc4c(c3c2=O)CCCC4)cc1
[50] O=C(Nc1ccc2c(c1)CCC2)Nc1ccc(F)cc1F

screen / no.	41	42	43	44	45	46	47	48	49	50
Sm TGR inh	1%	8%	-12%	17%	1%	/	23%	16%	0%	-3%
Cycloheximide cs	-6	1	50*	-3	-2	-1	55*	-1	2	67*
Pf growth 96h	30%[activator]	-1%	-19%	?	?	36%[activator]	13µM*	-9%	?	?
Pf growth 48h	19%	12µM*	61%[activator]	-2%	?	23%	?	-7%	43%[activator]	120%[activator]
Shiga inhibitor	-5	-8	103*	-3	-2	-3	151*	-5	-1	74*
Giardia FBPA inh	4%	1%	4%	-2%	1%	8%	1%	4%	-11%	/

[51] COc1ccc(NC(=O)CN(C)C(=O)Cn2cnc3c2c(=O)n(C)c(=O)n3C)cc1
[52] Cc1nc2ccccc2n1C(=O)N(C)C
[53] COc1cc(C(=O)NC23CC4CC(CC(C4)C2)C3)cc(OC)c1OC
[54] CC1Cc2ccccc2N1C(=O)COC(=O)C1(c2ccccc2F)CCCC1 (stereo unspecified)
[55] CCc1ccc(CN2CCC(n3nccc3NC(=O)c3ccccc3Cl)CC2)cc1
[56] CCc1nc2c(s1)CCc1onc(-c3ccc(Cl)cc3)c1-2
[57] C=CCOc1ccc(/C(O)=C2\C(=O)C(=O)N(CCCOC)C2c2ccncc2)cc1 (stereo unspecified)
[58] Cc1ccc(S(=O)(=O)N(C(=O)c2ccncc2)c2ccc(OC(=O)c3ccncc3)c3ccccc23)cc1
[59] COc1ccc2cc(C3NC(=O)c4ccccc4N3)c(Cl)nc2c1 (stereo unspecified)
[60] Nc1nc(CCl)nc(Nc2cccc3ccccc23)n1

screen / no.	51	52	53	54	55	56	57	58	59	60
Sm TGR inh	-2%	3%	-31%	-13%	0%	0%	?	20µM*	6%	16µM*
Cycloheximide cs	/	-5	-3	-6	-3	/	8	-3	7	8
Pf growth 96h	18%	31%[activator]	0%	?	?	3%	41%[activator]	9.3µM*	-20%	13µM*
Pf growth 48h	-16%	?	?	?	-16%	?	3%	10µM*	?	?
Shiga inhibitor	/	-17	-5	-11	-30	/	0	-15	-4	15
Giardia FBPA inh	/	2%	1%	-4%	/	/	13%	-23%	-4%	-5%

[61] COc1ccc(-c2nc(-c3ccc(Br)o3)no2)cc1
[62] Cc1ccc(C)c(NC(=S)N2CCC(c3nc4ccccc4s3)CC2)c1
[63] N#Cc1c(N)nc2c(c1-c1ccc3c(c1)OCO3)CCc1ccccc1-2
[64] COc1ccc(CCCC(=O)N/N=C\c2cccs2)cc1

screen / no.	61	62	63	64
Sm TGR inh	0%	-20%	3%	4%
Cycloheximide cs	29*	-2	0	14
Pf growth 96h	-16%	93%[activator]	-12%	?
Pf growth 48h	/	0%	4.1µM*	-26%
Shiga inhibitor	64*	-8	15	39
Giardia FBPA inh	-5%	2%	-7%	-28%

By substructure, those above containing a Cl atom
[2] O=c1c(-c2cccc(Cl)c2)c[nH]n1-c1ccccc1
[4] CC(=O)c1c(C)[nH]c(C(=O)Nc2ccc(Cl)c(S(=O)(=O)N3CCOCC3)c2)c1C
[7] COc1ccc(N(CC(=O)N2CCOCC2)S(=O)(=O)c2ccccc2)cc1Cl
[19] CNC(=S)NNC(=O)c1cccn(Cc2ccc(Cl)c(Cl)c2)c1=O
[46] COc1ccc(NC(=O)NNC(=O)CCC(=O)Nc2ccccc2Cl)cc1
[55] CCc1ccc(CN2CCC(n3nccc3NC(=O)c3ccccc3Cl)CC2)cc1
[56] CCc1nc2c(s1)CCc1onc(-c3ccc(Cl)cc3)c1-2
[59] COc1ccc2cc(C3NC(=O)c4ccccc4N3)c(Cl)nc2c1 (stereo unspecified)
[60] Nc1nc(CCl)nc(Nc2cccc3ccccc23)n1

screen / no.	2	4	7	19	46	55	56	59	60
Sm TGR inh	-1%	-11%	0%	2%	/	0%	0%	6%	16µM*
Cycloheximide cs	70*	0	-1	13	-1	-3	/	7	8
Pf growth 96h	7.4µM*	4.1µM*	?	7%	36%[activator]	?	3%	-20%	13µM*
Pf growth 48h	3.7µM*	4.1µM*	-2%	-11%	23%	-16%	?	?	?
Shiga inhibitor	77*	-6	-10	-18	-3	-30	/	-4	15
Giardia FBPA inh	2%	3%	/	-5%	8%	/	/	-4%	-5%
